Compound activity: PubChem BioAssay, Sanford-Burnham Center for Chemical Genomics
EBI2 block: EBI2 (human) antagonism; AID 651636; actives 0.81% (n = 360,000); EBI2 beta-arrestin recruitment, luminescence, 7a,25-OHC stimulated; inhibition, % at 5 µM; P32249; in the data active = inhibition above about 38%;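 note: enzyme fragment complementation signal reports receptor beta-arrestin coupling in cells; 0% = agonist plus DMSO wells and 100% = wells without agonist; some results beyond the cut were filed as inactive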
UBC13 inh: human UBC13 polyubiquitination inhibition | UBC13 polyubiquitin chain formation, TR-FRET | inhibition, % at 20 µM | AID 485273 | actives 0.47% (n = 330,000); in the data active = inhibition above about 45%, passing the limit was not always enough
Target sequence (P61088 whole entry, looked up): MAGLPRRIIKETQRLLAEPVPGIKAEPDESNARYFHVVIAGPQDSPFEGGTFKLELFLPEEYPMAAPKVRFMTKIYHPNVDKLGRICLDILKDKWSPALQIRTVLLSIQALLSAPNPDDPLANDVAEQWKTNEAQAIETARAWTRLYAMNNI
Apaf1 inhib: blocks human Apaf-1 apoptosome activity; inhibition, % at 20 µM; AID 489030; O14727; actives 0.71% (n = 330,000); reconstituted apoptosome caspase-3 activity, DEVD-Rh110 fluorescence; active = inhibition of at least 40% at 20 µM;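 note: plate controls were DMSO wells for no effect and DEVD-CHO caspase inhibitor wells for full effect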
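Material: reconstituted apoptosome with Apaf-1, cytochrome c, caspase-9, procaspase-3, dATP; medium: pH 7.5 Hepes buffer with CHAPS, BSA, DTT; also added: cytochrome c and DEVD-Rh110 substrate; timing: 30 min plus 50 min, RT; signal: Rh110 fluorescence intensity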
Jurkat NFkB inh: lowers PMA/ionomycin-induced NF-kB signal in Jurkat cells; actives 0.53% (n = 330,000); inhibition, % at 4 µM; PMA/ionomycin-induced NF-kB luciferase reporter, luminescence; AID 435003
Gli-Sufu block: antagonists of Gli-Sufu signaling. Sufu-KO-LIGHT fibroblasts, Gli luciferase reporter luminescence. inhibition, % at 5 µM. actives 0.74% (n = 340,000). AID 588413;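 active = inhibition above about 55%, limit read from the data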;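 note: 0% = DMSO-treated cells and 100% = wells with medium but no cells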
697 NFkB inh: inhibitors of the PMA/ionomycin-induced NF-kB reporter in 697 B cells; 697 B-cell NF-kB luciferase reporter, 16 h; inhibition, % at 4 µM; actives 0.33% (n = 330,000); AID 435022; in the data active = inhibition above about 35%
CCR6 antagonist: CCR6 (human) receptor antagonism | P51684 | CHO-K1 CCR6 PathHunter beta-arrestin, luminescence, CCL20-stimulated | AID 493098 | actives 0.49% (n = 340,000) | inhibition, % at 20 µM;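 active = compounds whose inhibition of the agonist-driven luminescence signal at 20 µM reaches about 50%, limit read from the data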;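 note: cells stimulated with CCL20 at 14 nM final; plate controls were DMSO with CCL20 for no effect and DMSO without agonist for full effect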
Target sequence (P51684 whole entry, looked up): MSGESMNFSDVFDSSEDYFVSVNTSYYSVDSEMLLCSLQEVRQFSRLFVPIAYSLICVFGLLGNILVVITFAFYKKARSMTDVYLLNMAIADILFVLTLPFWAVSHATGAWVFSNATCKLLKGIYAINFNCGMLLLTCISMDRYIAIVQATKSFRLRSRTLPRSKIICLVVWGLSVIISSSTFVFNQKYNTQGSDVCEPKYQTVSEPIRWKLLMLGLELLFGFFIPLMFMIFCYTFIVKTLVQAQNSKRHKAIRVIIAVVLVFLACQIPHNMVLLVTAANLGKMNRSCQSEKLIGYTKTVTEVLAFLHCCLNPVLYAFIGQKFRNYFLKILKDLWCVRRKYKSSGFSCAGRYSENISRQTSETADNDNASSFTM
SENP8 block: blocks the human protease SENP8 | Q96LD8 | purified SENP8, Z-RLRGG-aminoluciferin cleavage, luminescence | inhibition, % at 10 µM | actives 1.2% (n = 330,000) | AID 2540
Target sequence (Q96LD8 whole entry, looked up): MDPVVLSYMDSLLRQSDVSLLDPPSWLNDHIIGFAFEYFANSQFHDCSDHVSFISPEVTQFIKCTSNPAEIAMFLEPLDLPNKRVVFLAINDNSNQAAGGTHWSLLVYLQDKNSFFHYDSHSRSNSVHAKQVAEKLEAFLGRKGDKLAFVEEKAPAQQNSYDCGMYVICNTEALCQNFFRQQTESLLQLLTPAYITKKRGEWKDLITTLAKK
* marks the source's active call; other numbers are inactive results; . = not tested or not shown. Cut-off read from the data, not from the text of the source, unless noted: active = inhibition above about 50%; inactive = the rest.

SMILES	EBI2 block	UBC13 inh	Apaf1 inhib	Jurkat NFkB inh	Gli-Sufu block	697 NFkB inh	CCR6 antagonist	SENP8 block
CCCCc1ncc(CN2CCC(n3nccc3NC(=O)C(OC)c3ccccc3)CC2)[nH]1 (stereo not given)	-7.2	3.9	10.5	-2.7	16.6	-6.8	21.8	0.9
Cc1nc(N2CCN(Cc3ccc4c(c3)OCO4)CC2)c2cc(-c3ccccc3)sc2n1	38.4*	29.3	16.8	15.2	35.8	2.1	14.3	0.7
Cc1nnc(NC(=O)C2CCN(c3nnnn3-c3ccccc3)CC2)s1	8.1	1.3	1.1	2.4	-1.8	3.0	5.4	2.1
Cc1cccc(NC(=O)CSCC(=O)Nc2ccccc2C(=O)NC2CC2)c1	5.6	2.0	0.3	13.6	3.8	9.8	0.0	7.1
COc1ccc(Cl)cc1C(=O)NNC(=S)NC(=O)/C=C/c1ccco1	0.5	-21.3	2.7	11.3	-4.3	3.5	29.6	0.4
CCCc1nnc(NC(=O)CCC(=O)N2CCN(S(=O)(=O)c3ccc(OC)cc3)CC2)s1	-9.2	-1.5	0.4	2.9	-1.1	-2.3	0.9	1.6
On1nnc2ccc3ccccc3c21	-21.0	3.5	13.9	1.5	-3.8	-1.5	-7.8	11.5
O=C(CN1C(=O)S/C(=C\C=C\c2ccccc2)C1=O)Nc1ccccc1C(=O)O	-4.2	11.9	-4.1	8.1	-0.1	4.3	-1.3	-3.8
Cc1cccc(-c2nc(CS(=O)CC(=O)NC3CCCCC3)c(C)o2)c1 (stereo not given)	-4.8	-1.5	5.5	19.4	0.7	3.5	4.7	5.6
c1ccc(-c2ccc3c(c2)NC(C2Nc4cc(-c5ccccc5)ccc4O2)O3)cc1 (stereo not given)	-2.7	-2.3	0.6	-3.5	-10.0	4.0	-1.3	6.8
O=C(Cn1c(=O)oc2cc(S(=O)(=O)N3CCCC3)ccc21)N1CCN(c2ccccn2)CC1	3.2	3.7	-1.1	-4.0	9.7	33.7	1.0	6.5
Cc1nc2cccc(C(=O)NCc3ccccc3)c2o1	15.1	6.7	-4.9	2.2	2.7	16.6	5.4	-1.5
COc1ccc(N2CCN(C(=O)c3ccc(C)c(Cl)c3)CC2)cc1	17.3	4.7	-0.1	-0.5	-2.3	-0.1	0.9	4.6
CC(C)N(CC(N)=O)C(=O)Cc1coc2cc3c(cc12)CCC3	-9.8	1.3	4.7	-1.2	14.8	10.0	13.5	2.8
c1ccc(-c2cc(-c3ccccc3)on2)cc1	8.1	2.2	-5.5	-208.6	-72.0	-205.8	2.4	87.4*

Part of the list above, with values under each structure:
Sequence of screens: EBI2 block	UBC13 inh	Apaf1 inhib	Jurkat NFkB inh	Gli-Sufu block	697 NFkB inh	CCR6 antagonist	SENP8 block
CCCCc1ncc(CN2CCC(n3nccc3NC(=O)C(OC)c3ccccc3)CC2)[nH]1 (stereo not given)
 : -7.2	3.9	10.5	-2.7	16.6	-6.8	21.8	0.9
Cc1nc2cccc(C(=O)NCc3ccccc3)c2o1
 : 15.1	6.7	-4.9	2.2	2.7	16.6	5.4	-1.5

(next part)
SMILES	EBI2 block	UBC13 inh	Apaf1 inhib	Jurkat NFkB inh	Gli-Sufu block	697 NFkB inh	CCR6 antagonist	SENP8 block
COc1ccccc1-c1cnn2c(NCc3ccccc3)cc(C)nc12	2.7	-2.9	10.2	-20.6	23.7	-31.6	7.3	-6.2
CCN(Cc1ccncc1)C(=O)c1cccs1	-23.6	-3.2	2.4	-1.6	-5.1	4.6	1.2	-0.9
CC1CN(S(=O)(=O)c2cccc(C(=O)Nc3ccc4c(c3)CCC4)c2)CC(C)O1 (stereo not given)	-6.5	-16.7	12.0	-8.5	5.8	-31.2	11.6	-16.1
COc1cc(C(=O)NCc2nnc(SCC(=O)N3CCCCCC3)o2)cc(OC)c1OC	-5.7	-3.3	-3.7	-6.2	31.1	-3.0	6.3	-12.7
CCOC(=O)C1CCN(Cc2ccc(F)c(F)c2)CC1	-6.2	1.5	-9.8	3.4	3.9	13.9	12.7	-6.3
O=C(CN1CCCC1)Nc1ccccc1Sc1ccc(Cl)cc1	6.2	17.7	-7.2	3.6	7.7	7.0	20.1	1.2
CCOc1ccc2nc(NC(=O)CSc3ccc(Cl)cc3)sc2c1	2.8	-5.1	7.6	-1.6	-4.7	-7.2	7.1	-8.9
Cc1ccc(C(=O)N/C(=C/c2cn(-c3ccccc3)nc2-c2ccccc2)C(=O)O)cc1	3.9	5.3	-15.4	6.9	6.2	20.4	3.0	3.9
Cc1nc2ccccc2n1CC(O)COCC1CC=CCC1 (stereo not given)	-12.9	0.3	11.8	22.3	-36.1	-55.1	9.7	-2.8
COc1cccc(NC(=O)CN(C)C(=O)c2ccc(-c3cccc(C(F)(F)F)c3)o2)c1	-5.7	5.7	24.3	-0.2	10.0	15.9	9.2	20.4
Cc1onc(-c2ccccc2)c1NC(=O)N(CCC(=O)O)Cc1ccccc1	3.5	0.4	35.4	10.4	1.5	23.1	-5.9	2.1
Brc1ccc2c(c1)C(C1=NCCN1)c1ccccc1CS2 (stereo not given)	-8.0	-1.5	-1.2	60.0*	19.4	0.9	8.1	-6.9
CC(C)(C)OC(=O)N1CCC[C@H]1c1nnc(SC/C=C/c2ccccc2)o1	8.7	1.6	8.4	5.2	-0.7	-6.4	-6.0	2.9
CCS(=O)(=O)c1nc2ccccc2n1CC(=O)N1CCCCC1	-18.6	2.5	-2.6	-14.2	3.5	-4.3	-14.4	-6.2
CCc1nc(SCC(=O)Nc2cc(C)ccc2OC)c2c(C)c(C)sc2n1	5.3	0.4	16.9	0.6	-0.7	28.6	4.8	3.7

Part of the list above, comma-delimited.
Compound,EBI2 block,UBC13 inh,Apaf1 inhib,Jurkat NFkB inh,Gli-Sufu block,697 NFkB inh,CCR6 antagonist,SENP8 block
Cc1nc2ccccc2n1CC(O)COCC1CC=CCC1 (stereo not given),-12.9,0.3,11.8,22.3,-36.1,-55.1,9.7,-2.8
COc1cccc(NC(=O)CN(C)C(=O)c2ccc(-c3cccc(C(F)(F)F)c3)o2)c1,-5.7,5.7,24.3,-0.2,10.0,15.9,9.2,20.4

Records above that bear a hit mark in Jurkat NFkB inh.
SMILES	EBI2 block	UBC13 inh	Jurkat NFkB inh	697 NFkB inh	CCR6 antagonist
Brc1ccc2c(c1)C(C1=NCCN1)c1ccccc1CS2 (stereo not given)	-8.0	-1.5	60.0*	0.9	8.1

Continued.
SMILES	EBI2 block	UBC13 inh	Apaf1 inhib	Jurkat NFkB inh	Gli-Sufu block	697 NFkB inh	CCR6 antagonist	SENP8 block
CCOC(=O)C1(CCOc2ccccc2)CCN(Cc2nccn2CC)CC1	1.8	4.5	7.1	-18.3	-9.0	-10.1	7.4	5.0
CCOc1ccc(S(=O)(=O)N(C)c2ccc(OCC(=O)N3c4ccc(C)cc4C4CN(C)CCC43)cc2)cc1 (stereo not given)	3.8	-2.2	1.6	4.0	-0.8	-3.5	17.6	-5.7
Cc1ncn2cc(-c3ccc(Cl)cc3Cl)[nH]c(=O)c12	-5.1	-1.0	7.6	6.4	-13.3	-0.8	-1.5	0.6
O=S1(=O)CCOC[C@H](CC2CCCCC2)N1Cc1cccc(C(F)(F)F)c1	-4.2	3.3	28.2	-14.4	5.7	9.7	6.1	0.7
Cc1ccc(S(=O)(=O)N2C(=O)CCC2C(=O)O/N=C(\N)c2cccc([N+](=O)[O-])c2)cc1 (stereo not given)	-8.9	-3.4	12.9	0.7	-5.0	-53.6	-41.2	-3.3
CCCS(=O)(=O)c1c(S(=O)(=O)CCC)c2c(N)cccn2c1C(=O)c1ccccc1	7.9	-17.0	16.9	-8.8	3.8	-26.9	8.2	-3.9
Cc1cc(NC(=O)NC(=O)c2ccccc2F)no1	-3.2	-3.7	-6.8	-18.0	-44.9	-30.6	3.1	0.2
CC1=NNC(=O)C1CCC(=O)N/N=C(/C)c1ccc([N+](=O)[O-])cc1 (stereo not given)	0.2	-3.7	1.4	-5.8	-5.5	11.6	-0.2	8.5
Cc1onc(-c2c(F)cccc2Cl)c1C(=O)ONC(=O)c1ccccc1	-15.1	7.5	-24.2	6.9	1.6	10.8	-7.0	-0.4
CC(C)(CNC(=O)Cc1ccc(Cl)cc1Cl)N1CCOCC1	-4.2	-2.7	3.5	-10.3	15.9	-14.2	-1.7	3.8
CCC(C)N(C(=O)c1csnn1)C(C(=O)NC(C)(C)C)c1ccccc1 (stereo not given)	3.4	4.5	-5.5	7.5	-31.3	6.9	-6.1	-8.2
CC[C@]12c3[nH]c4ccc(Cl)cc4c3CCN1C(=O)[C@@H](CC(=O)NCc1ccc(OC)c(OC)c1)C[C@@H]2C(=O)N1CCN(C(=O)c2ccco2)CC1	-3.7	.	20.6	.	-6.1	18.0	30.3	.
COC(=O)c1ccnc(/C=N/O)c1	-4.1	-0.5	0.1	-2.2	-9.5	0.0	-1.2	-1.4
O=C(/C=C/c1ccco1)Nc1nc(-c2ccccc2)cs1	0.4	-5.1	6.9	-52.5	-19.5	-75.1	9.6	3.9
C/C(=N\NC(N)=S)C12CC3CC(CC(C3)C1)C2	9.0	-4.6	-2.1	17.5	16.3	15.9	2.4	3.6
Cc1ccccc1C(=O)N1CCC(C(=O)N(CC(C)C)c2c(N)n(Cc3ccccc3)c(=O)[nH]c2=O)CC1	6.0	-0.2	-0.6	0.0	-2.6	-3.5	8.0	-2.1
COc1ccc(COC(=O)C2=C(C)NC(=O)NC2c2ccc(OC)c(OC)c2)cc1 (stereo not given)	-10.9	3.5	3.7	-11.3	-3.9	5.1	11.8	0.1
COc1ccccc1N1CCN(C(=O)Cn2nnc(-c3ccncc3)n2)CC1	-10.7	-2.0	-1.9	-3.6	9.9	6.2	-2.2	3.4
O=C1c2ccccc2S(=O)(=O)c2cc(N3CCC4(CC3)OCCO4)ccc21	.	-33.6	25.2	-147.2	-76.0	-118.8	-10.7	9.9
COCCCn1c(-c2cccc(Cl)c2)nc2c1c(=O)[nH]c(=O)n2Cc1ccccc1	5.1	-0.5	21.2	-6.2	-5.9	12.0	-3.1	-8.7
Cc1ccc2ncccc2c1N	-3.0	-5.8	-19.1	0.2	30.9	8.8	-2.7	0.0
CNC(=O)NC(=S)NC(=O)c1cccc(Cl)c1	1.1	-4.6	6.1	-18.8	0.0	-0.5	17.7	-13.7
Cc1oc(-c2cccc(Cl)c2)nc1CN1CCC(C(=O)NCCCN2CC(C)CC(C)C2)CC1 (stereo not given)	3.6	23.1	8.2	44.1	29.3	-0.2	33.8	-9.9
COC(=O)c1ccc(C(=O)N(Cc2ccccc2)c2ccccc2)cc1	10.6	6.4	22.1	13.8	-0.8	-0.6	17.6	0.4
Cc1ccc(NS(=O)(=O)c2ccc(OCC(=O)NCc3ccco3)cc2)cc1	-5.4	1.7	14.9	-17.9	0.0	12.3	9.5	-3.1
Cc1nnc(NC(=O)CCC(=O)NCc2ccco2)s1	-6.4	-10.1	4.1	0.0	-0.1	-11.1	8.8	-7.6
CN(C(=O)COc1ncnc2sccc12)C1CCCCC1	-3.6	-9.1	0.6	1.8	7.5	21.9	-2.3	9.4
CC(=O)c1ccc(OCc2cc(C(=O)NC(C)c3cnn(C)c3)no2)cc1 (stereo not given)	-10.9	0.5	3.8	-31.0	-4.2	-23.1	15.2	5.5
CCN(/N=C/C=C/c1ccccc1)c1cc(=O)n(C)c(=O)[nH]1	11.5	-12.0	-1.0	-7.1	9.3	1.8	6.3	-2.9
COc1ccccc1N(C)S(=O)(=O)c1ccc(C(=O)Nc2ccc(N3CCOCC3)cc2)cc1	1.6	-6.0	-1.9	-3.2	13.7	-10.5	10.3	5.1
CCS(=O)(=O)c1ccc2c(c1)N(S(=O)(=O)c1ccc(C)cc1)CC(C(=O)O)O2 (stereo not given)	-11.8	-4.0	-1.1	-6.7	16.8	0.2	6.7	-11.6
COC(=O)c1ccc2ccccc2c1OC1OC(CO)C(O)C(O)C1NC(C)=O (stereo not given)	-13.1	4.6	-11.6	-2.0	-0.8	-11.7	5.5	-13.4
CCOC(=O)c1sc(NC(=O)CSc2nc(-c3ccco3)cc(C(F)(F)F)n2)c(C(=O)OC)c1C	-2.5	-2.2	-10.0	-27.4	3.7	12.5	2.8	4.2
COc1ccc(CNC(=O)C(=O)NCCCn2ccnc2)cc1	-3.4	4.6	-11.6	0.2	-0.1	37.5*	12.1	7.3

This is a subset; the hit share may differ from the screen's.
